Screens from PubChem BioAssay.
Artemis endo inh: blocks endonuclease activity of human Artemis | Q96SD1 | recombinant Artemis, quenched FAM hairpin cleavage fluorescence | inhibition, % at 10 µM | hit rate 0.78% among 30,000;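 active = at 10 µM dose, at least 30% inhibition, measured as corrected fluorescence normalized to stimulator and neutral control wells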
Target sequence (Q96SD1 whole entry, looked up): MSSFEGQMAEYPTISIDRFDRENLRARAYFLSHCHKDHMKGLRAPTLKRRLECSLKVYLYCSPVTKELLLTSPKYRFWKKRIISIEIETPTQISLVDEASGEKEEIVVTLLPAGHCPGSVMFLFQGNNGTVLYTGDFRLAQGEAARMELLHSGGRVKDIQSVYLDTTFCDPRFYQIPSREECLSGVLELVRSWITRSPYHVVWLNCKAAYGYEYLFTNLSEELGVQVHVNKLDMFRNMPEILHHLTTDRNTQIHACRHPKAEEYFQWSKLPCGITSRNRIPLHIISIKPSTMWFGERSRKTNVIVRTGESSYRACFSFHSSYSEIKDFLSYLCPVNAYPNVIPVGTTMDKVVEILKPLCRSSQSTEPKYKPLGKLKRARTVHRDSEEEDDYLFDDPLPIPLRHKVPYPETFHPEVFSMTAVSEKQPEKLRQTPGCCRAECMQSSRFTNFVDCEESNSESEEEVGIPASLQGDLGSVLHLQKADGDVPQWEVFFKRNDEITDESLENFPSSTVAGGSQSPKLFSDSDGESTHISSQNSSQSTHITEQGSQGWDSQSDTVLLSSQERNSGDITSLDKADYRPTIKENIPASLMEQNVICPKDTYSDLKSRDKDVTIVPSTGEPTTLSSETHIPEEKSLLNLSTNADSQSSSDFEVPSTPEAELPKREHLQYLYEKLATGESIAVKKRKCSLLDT
* = called active by the depositor. Some of the compounds tested (hit frequency here may not be typical).

item | Compound | Artemis endo inh
1 | COC(=O)CSc1nnc(-c2ccco2)n1Cc1ccco1 | 3.5
2 | CC(=O)c1cccc(NC(=O)C2CC(=O)N(Cc3ccccc3)C2)c1 (stereo not given) | 0.3
3 | CCn1c(SCC(=O)N2CCCCC2)nc(O)cc1=O | 7.0
4 | CC(=O)c1cccc(NC(=O)CN(c2ccccc2)S(C)(=O)=O)c1 | -3.5
5 | CC1CCCN(C(=O)COC(=O)c2ccc[nH]c2=O)C1 (stereo not given) | -7.2
6 | CN1CCN(c2cc(-c3ccccc3)nc3cc(-c4ccc(F)cc4)nn23)CC1 | 10.6
7 | CCN1C(=O)/C(=C/c2ccc(C)s2)NC1=S | -7.7
8 | O=C1C(Cl)=C(NCCc2ccccc2)C(=O)N1CCc1ccccc1 | -6.7

Structures shown so far that have a halogen:
item | Compound | Artemis endo inh
6 | CN1CCN(c2cc(-c3ccccc3)nc3cc(-c4ccc(F)cc4)nn23)CC1 | 10.6
8 | O=C1C(Cl)=C(NCCc2ccccc2)C(=O)N1CCc1ccccc1 | -6.7

(cont.)
item | Compound | Artemis endo inh
9 | CCn1cc(C(=O)NCC2CCCO2)c(=O)c2cc(F)c(N3CCN(C)CC3)cc21 (stereo not given) | -1.6
10 | Cc1ccsc1C(=O)OCC(=O)NCC1CCCO1 (stereo not given) | 0.0
11 | Cc1ccc(S(=O)(=O)Cc2nc3ccccc3c(=O)[nH]2)cc1 | -4.2
12 | O=C1CC(c2ccc(F)cc2)CC(O)=C1C=NCCN1CCNCC1 (stereo not given) | -0.5
13 | COC(=O)C1=C(C)N(CC(C)C)C(=O)/C1=C\c1cccs1 | -1.3
14 | c1ccc(C(c2ccccc2)N2CCN(c3ccc4ccccc4n3)CC2)cc1 | 6.5
15 | COC(=O)c1ccccc1NC(=O)CSc1nnc(CNS(=O)(=O)c2ccc(C)cc2)n1C | -2.3
16 | CCC(Sc1ccccn1)C(=O)Nc1nnc(C)s1 (stereo not given) | -7.7

By substructure, the compounds so far containing fluorine.
item | Compound | Artemis endo inh
6 | CN1CCN(c2cc(-c3ccccc3)nc3cc(-c4ccc(F)cc4)nn23)CC1 | 10.6
9 | CCn1cc(C(=O)NCC2CCCO2)c(=O)c2cc(F)c(N3CCN(C)CC3)cc21 (stereo not given) | -1.6
12 | O=C1CC(c2ccc(F)cc2)CC(O)=C1C=NCCN1CCNCC1 (stereo not given) | -0.5

The list continues:
item | Compound | Artemis endo inh
17 | Cc1ncc(N=Nc2ccc(F)cc2)c(-c2ccc(Cl)cc2)n1 | -8.1
18 | COc1cccc2c1OC1(C)CC2NC(=O)N1c1cccc(C(=O)N2CCN(c3ccccn3)CC2)c1 (stereo not given) | 4.9
19 | O=S1(=O)C=CC(N2CCOCC2)C1 (stereo not given) | -9.3
20 | COC(=O)c1cccc(-n2nnnc2SCC(=O)Nc2cc(C)on2)c1 | -3.4
21 | CCCOc1ccc2oc(=O)c3c(c2c1)CCCN3C(=O)CN1CCN(c2ncccn2)CC1 | 7.3
22 | Cc1ccc(SCc2nc(-c3cccnc3)no2)cc1 | -9.0
23 | S=C1NCCc2ccccc2C1c1ccccc1Cl (stereo not given) | 10.2
24 | CCC(C)OC(=O)C1=C(C)OC23OC(N)=C(C#N)C12C(=O)c1ccccc13 (stereo not given) | -3.6

More records
item | Compound | Artemis endo inh
25 | COc1ccc(-c2nnc(SCC(=O)Nc3nc4ccccc4s3)n2C)cc1 | 11.7
26 | COc1ccc(CCNC(=O)c2ccn[nH]2)cc1OC | -13.1
27 | CC(C)Sc1nc(SCC(=O)NCc2ccco2)c2c3c(sc2n1)COC(C)(C)C3 | 8.6
28 | COc1ccc(S(=O)(=O)Nc2cccc(C)n2)c2ccccc12 | -2.5
29 | O=C(c1ccccc1-c1nc2ccccc2[nH]1)N1CCOCC1 | -7.1
30 | Cc1nc(S/C(=C/c2ccc(-c3ccc(Cl)cc3)o2)C(=O)O)n[nH]1 | -2.5
31 | COc1ccc(C2C(C(=O)OCC(=O)Nc3ccc(C)cc3)CCC(=O)N2c2ccc(OC)cc2)cc1 (stereo not given) | 2.4
32 | O=C(CN1CCCC1)Nc1ccc(NC(=O)Nc2ccccc2)cc1 | 7.1

More compounds.
item | Compound | Artemis endo inh
33 | COC(=O)CSc1nc(C)cc(C(F)(F)F)c1C#N | -5.7
34 | Cn1c(=NC(=O)c2cnccn2)sc2ccccc21 | 6.7
35 | CCOC(=O)c1nnc(-c2ccc(C)cc2)nc1Sc1ccc(Cl)cc1 | 7.8
36 | Cc1ccc(N(CC(=O)Nc2cc(Cl)ccc2Oc2ccccc2)S(C)(=O)=O)cc1C | 13.4
37 | CCN1CCN(C(c2ccccc2)c2nnnn2CCc2ccc(OC)c(OC)c2)CC1 (stereo not given) | -4.2
38 | c1ccc(Cn2ncc3c(N4CCOCC4)ncnc32)cc1 | -4.8
39 | CN(/N=C/c1cccs1)c1cc(=O)n(C)c(=O)[nH]1 | 3.2
40 | Cc1ccc(C(C(=O)NC2CCCCC2)N(CCC(C)C)C(=O)CNC(=O)c2ccco2)o1 (stereo not given) | 2.3

(continued)
item | Compound | Artemis endo inh
41 | Cc1ccc(-c2cc(C(=O)N/N=C/c3c(C)nn(-c4ccccc4)c3C)[nH]n2)cc1 | 28.9
42 | Cc1nc(N2CCOCC2)nc(N2CCN(c3ccccc3)CC2)c1[N+](=O)[O-] | 11.2
43 | Cc1oc(C(=O)O)cc1COc1cccc2cccnc12 | 4.1
44 | COC(=O)CSc1nc(N)nc(C)c1Br | -2.4
45 | CCCCOc1cccc(C2(C(=O)O)CCCC2)c1 | 2.4
46 | COc1ccc(S(=O)(=O)N2CCOCC2)cc1C(=O)Nc1ccon1 | 2.0
47 | Cc1ccc(-c2nnc(SCC(=O)N3CCCc4ccccc43)n2N)cc1 | 2.1
48 | C=CCn1c(SCC(=O)NCc2ccco2)nc2sc3c(c2c1=O)CCC3 | 10.9

Among those listed so far, these contain a thiophene ring, fused or not.
item | Compound | Artemis endo inh
7 | CCN1C(=O)/C(=C/c2ccc(C)s2)NC1=S | -7.7
10 | Cc1ccsc1C(=O)OCC(=O)NCC1CCCO1 (stereo not given) | 0.0
13 | COC(=O)C1=C(C)N(CC(C)C)C(=O)/C1=C\c1cccs1 | -1.3
27 | CC(C)Sc1nc(SCC(=O)NCc2ccco2)c2c3c(sc2n1)COC(C)(C)C3 | 8.6
39 | CN(/N=C/c1cccs1)c1cc(=O)n(C)c(=O)[nH]1 | 3.2
48 | C=CCn1c(SCC(=O)NCc2ccco2)nc2sc3c(c2c1=O)CCC3 | 10.9

(next part)
item | Compound | Artemis endo inh
49 | CCOc1ccccc1N(CC(=O)O)S(=O)(=O)c1ccc(C)cc1 | 6.4
50 | CCCCc1[nH]nc2c1C1(C(=O)N(CC)c3ccccc31)C(C#N)=C(N)O2 (stereo not given) | 5.6
51 | CCOc1ccc(S(=O)(=O)Nc2cc(Cl)ccc2O)cc1 | -0.3
52 | Cc1ccccc1-c1n[nH]c(=S)o1 | 2.2
53 | COc1ccccc1-n1cnc2cc(C(=O)NCCCN3CCOCC3)ccc21 | -1.1
54 | O=C(CCNc1cc(Cl)cc(Cl)c1)c1ccco1 | 0.4
55 | O=c1[nH]c2ccccc2nc1N1CCOCC1 | -1.3
56 | COc1cccc2c(=O)c3c(cnn3C)n(C)c12 | -28.9

Later entries.
item | Compound | Artemis endo inh
57 | CC1CN(C(=O)c2scc3c2OCCO3)CC(C)O1 (stereo not given) | -0.1
58 | CCOc1ccc(OCCOc2ncnc3ccccc23)cc1 | 8.3
59 | O=C(N/N=C/c1cn(-c2ccccc2)nc1-c1ccc(F)cc1)c1ccc2c(c1)OCO2 | 5.4
60 | COc1ccc(-c2ccc(=O)n(CC(=O)NCc3ccco3)n2)cc1 | -1.9
61 | COc1ccc2c(c1)c(=O)oc1cc(OCC(=O)N3CCCC(C)C3)ccc12 (stereo not given) | 5.7
62 | COc1cc(NC(=O)c2ccccc2Cl)c(OC)cc1NC(=O)CN1CCOCC1 | -3.5
63 | O=C(CN1C(=O)C2C3C=CC(C3)C2C1=O)Nc1ccc2c(c1)OCCO2 (stereo not given) | 4.8
64 | O=C1CSC(c2cn(-c3ccccc3)nc2-c2cccs2)N1CC1CCCO1 (stereo not given) | -1.7

The list continues:
item | Compound | Artemis endo inh
65 | Cc1nc(N)sc1-c1nnc(SCC(=O)Nc2nccs2)n1C | 2.2
66 | CCOC(=O)COc1ccc2cc(C(=O)OCC)c(=O)oc2c1 | -5.9
67 | Cc1nc(N2CCN(Cc3ccccc3)CC2)c(C#N)c2c1COC(C)(C)C2 | -5.6
68 | O=C1/C(=C\c2ccco2)SC(=S)N1Cc1ccccc1 | 16.5
69 | O=C(Nc1ccc(Cl)cc1)N1CCSCC1 | -3.8
70 | Cc1cc(N)n2ncc(-c3ccccc3)c2n1 | 4.9
71 | O=C(c1ccc(N2C(=O)C3CC=C(Cl)CC3C2=O)cc1)N1CCCCC1 (stereo not given) | 1.8
72 | CC(C)C(=O)Nc1cccc(S(=O)(=O)c2cccc(NC(=O)C(C)C)c2)c1 | 15.6

(cont.)
item | Compound | Artemis endo inh
73 | COC(=O)CSc1nc(N2CCCCC2)c2c(c1C#N)CCCC2 | 17.2
74 | Cn1c(OCc2ccc3c(c2)OCO3)nc2c1c(=O)n(Cc1ccc(Cl)c(Cl)c1)c(=O)n2C | -0.1
75 | O=C(NCCCN1CCCC1=O)c1ccc2c(c1)NC(=O)C(N1CCOCC1)S2 (stereo not given) | -1.2
76 | CC1(c2ccccc2)NC(=S)N2C1NC(=S)N2c1ccccc1 (stereo not given) | -6.6
77 | CC(=O)Oc1c2occc2cc2ccc(=O)oc12 | 2.3
78 | O=C(c1ccccc1)N1CC(COc2ccccc2)OC(c2cccnc2)O1 (stereo not given) | 1.8
79 | Cc1nn(Cc2ccccc2Cl)c(Cl)c1/C=C/C(=O)OCC(=O)NC(N)=O | -1.2
80 | O=C(NCCc1ccncc1)Nc1ccccc1 | -2.0

New compounds follow:
item | Compound | Artemis endo inh
81 | Cc1cccc(N(C)C(=O)c2cc3cc4ccc(C)cc4nc3o2)c1 | 8.0
82 | Cn1c(=O)c2c(nc(NCCCO)n2Cc2cccc(C(F)(F)F)c2)n(C)c1=O | 1.8
83 | O/N=C(\c1ccc(Cl)cc1)c1ncc(C(F)(F)F)cc1Cl | -12.0
84 | c1ccc2c(c1)[nH]c1c(N3CCCC3)ncnc12 | 4.7
85 | Cc1cc(N2CCCCC2)n2nc(C)c(-c3ccccc3)c2n1 | 4.0
86 | Cn1c(N)c(C(=O)c2cc(-c3ccccc3)nc3ccccc23)c(=O)n(C)c1=O | 1.5
87 | CCOC(=O)c1nn(-c2ccc(C)cc2)c2nc(Nc3ccccc3)cc(=O)n12 | -6.2
88 | Cc1cc(C2C(C#N)=C(N)SC(N)=C2C#N)c(C)s1 | 10.5

Other structures:
item | Compound | Artemis endo inh
89 | CS(=O)(=O)N(CC(=O)NCCSCc1cccc(Cl)c1)c1ccc2c(c1)OCO2 | -1.5
90 | O=C(C1CCCN1S(=O)(=O)c1ccc(Cl)c(Cl)c1)N1CCCCC1 (stereo not given) | 4.2
91 | Cn1c(SCC(=O)NC(=O)NCc2ccco2)nnc1C(F)(F)F | 7.4
92 | CC(=O)c1cc(C#N)c(SCC(=O)O)nc1C | 6.4
93 | COc1ccc(C2CC(c3cccs3)=NN2S(=O)(=O)c2ccc(C)cc2)cc1 (stereo not given) | 9.4
94 | Cc1ccc(OCC(=O)O/N=C(\N)Cc2ccc(Cl)cc2)cc1 | 1.7
95 | CCOC(=O)CSc1nnc(-c2cccc(Br)c2)o1 | -1.2
96 | Fc1ccc(Br)cc1C1C=C(c2ccc(Br)s2)Nc2ncnn21 (stereo not given) | 9.2

Other entries
item | Compound | Artemis endo inh
97 | CC(=O)Nc1ccc(S(=O)(=O)NNC(=O)c2ccc(C)cc2)cc1 | 16.1
98 | Cc1nn(Cc2ccccc2Cl)c(C)c1NC(=O)Cn1nc([N+](=O)[O-])c(Cl)c1C | 1.3
99 | CCc1cc2ccccc2nc1SCC(=O)N1CCN(C(=O)c2ccco2)CC1 | -5.2
100 | COC(=O)c1ccc(NC(=O)C2CCCN2S(=O)(=O)c2ccc(OC)cc2)cc1 (stereo not given) | -5.9
101 | CCCc1cc(=O)oc2cc(OCC(=O)Nc3cc(C)on3)ccc12 | -3.5
102 | CC(=O)C1=C(O)C(=O)N(c2ccc(S(N)(=O)=O)cc2)C1c1ccccc1F (stereo not given) | 0.5
103 | Nc1scc(-c2ccncc2)c1Cl | 0.9
104 | CC(C)(C)OC(=O)N1CCC(C(=O)N2CCCCCC2)CC1 | -3.2

Along the list, as entered above:
Artemis endo inh, compounds 100 to 103, in order: -5.9, -3.5, 0.5, 0.9

(further entries)
item | Compound | Artemis endo inh
105 | Cc1ccccc1-n1nc(C(=O)O)c(C)c(C#N)c1=O | 3.3
106 | CCOc1cc(N2CCOCC2)c(OCC)cc1NC(=O)C(NC(=O)c1ccco1)C(C)C (stereo not given) | 2.2
107 | CN(c1ccccc1)S(=O)(=O)c1ccc(C(=O)OCC(=O)NCc2ccco2)cc1 | 7.6
108 | OC1(c2ccccc2F)CCN(Cc2nnc(-c3ccccc3)o2)CC1 | 7.2
109 | CCN(CC)c1ccc(NC(=O)CSc2nc3ccccc3c(=O)[nH]2)cc1 | 8.8
110 | C/C(=N\NC(=O)C1CC1c1ccccc1)c1ccc(C)s1 (stereo not given) | 5.2
